High-throughput results: PubChem, National Center for Advancing Translational Sciences (NCATS)
PTHR1 agonist – activates the human parathyroid hormone receptor PTHR1. hit rate 0.075% among 410,000. Potency, µM (top dose mostly 115 µM), inactives show at the top dose activation, most hits filed as activators. HEK293 GP2 PTHR1 cells, GloSensor cAMP luminescence, 1 h. AID 743266; note: nearly all actives have a fitted effect of over 55% in size; some results filed as inactive show a strong effect at the top dose; inactives centre near -15; many of its hits are not listed in these tables
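HEK-293-derived GP2 cells expressing PTHR1 and a GloSensor cAMP reporter, 3,000/well, plated overnight, given luciferin plus IBMX (each 0.5 mM as added) for 1 h at 37 °C, then compound for 1 h at 37 °C. Luminescence was read after 15 min at room temperature.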
FUS yeast rescue – suppressors of FUS proteinopathy in yeast; S. cerevisiae FUS-expressing, growth rescue, OD600, 24 h; Potency, µM (highest dose often 76.6 µM), for inactives: at the top dose growth rescue (activation), usual class: activators; hit rate 0.24% among 390,000;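 note: plate controls were DMSO vehicle for no effect and reference control for full effect; nearly all actives have a fitted effect of over 55% in size; some results filed as inactive show a strong effect at the top dose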
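Toxicity suppression screen in FUS-yeast. Cells induced with 2% galactose, starting OD 0.005, treated 24hr at 30C with compounds at multiple final concentrations; growth by OD600.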
EPAC2 agonist – agonists of human EPAC2 (RAPGEF4) | Q8WZA2 | hit rate 0.079% among 360,000 | EPAC2 activation, biochemical qHTS; response scale: 100% = 6.5 mM cAMP response | Potency, µM (series often up to 154 µM), for the others: at the top dose activation, hits mostly activators | AID 720711; note: nearly all actives have a fitted effect of over 50% in size
Target sequence (Q8WZA2 whole entry, looked up): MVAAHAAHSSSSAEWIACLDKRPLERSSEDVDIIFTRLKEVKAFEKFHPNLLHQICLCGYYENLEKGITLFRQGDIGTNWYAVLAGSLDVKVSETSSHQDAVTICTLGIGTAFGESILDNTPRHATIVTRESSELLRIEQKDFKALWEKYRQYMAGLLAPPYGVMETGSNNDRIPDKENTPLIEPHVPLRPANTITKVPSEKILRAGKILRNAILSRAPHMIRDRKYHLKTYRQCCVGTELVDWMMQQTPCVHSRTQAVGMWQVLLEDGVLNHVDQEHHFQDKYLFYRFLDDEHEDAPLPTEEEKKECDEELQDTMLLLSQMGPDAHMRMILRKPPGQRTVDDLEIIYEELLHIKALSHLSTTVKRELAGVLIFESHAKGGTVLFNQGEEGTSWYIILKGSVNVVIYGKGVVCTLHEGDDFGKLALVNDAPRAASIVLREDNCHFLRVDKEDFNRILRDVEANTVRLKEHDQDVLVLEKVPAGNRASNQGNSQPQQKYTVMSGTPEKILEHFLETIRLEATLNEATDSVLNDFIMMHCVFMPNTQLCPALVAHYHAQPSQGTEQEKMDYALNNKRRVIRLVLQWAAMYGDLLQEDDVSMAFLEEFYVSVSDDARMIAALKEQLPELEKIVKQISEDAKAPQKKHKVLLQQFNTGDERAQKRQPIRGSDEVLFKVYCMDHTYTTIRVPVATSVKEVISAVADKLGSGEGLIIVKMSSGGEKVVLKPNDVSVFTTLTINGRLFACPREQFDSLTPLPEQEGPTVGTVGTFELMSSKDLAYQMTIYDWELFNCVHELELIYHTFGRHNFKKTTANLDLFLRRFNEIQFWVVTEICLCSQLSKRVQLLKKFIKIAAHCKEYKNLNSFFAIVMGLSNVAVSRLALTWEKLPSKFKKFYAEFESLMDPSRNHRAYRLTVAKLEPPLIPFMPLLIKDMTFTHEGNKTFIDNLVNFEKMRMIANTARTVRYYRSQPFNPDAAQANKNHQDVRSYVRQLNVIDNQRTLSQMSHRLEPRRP
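Setup: EPAC2 100 nM, labeled Rap1B complex 250 nM, free GDP 50 uM. Compound titrations pinned in, brief spin, 5 min room temperature incubation. Kinetic fluorescence read over 30 min, normalized to 6.5 mM cAMP.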
EPAC2 antagonist – blocks human EPAC2 exchange factor; Q8WZA2; hit rate 0.18% among 360,000; Potency, µM (titrated, usually from 114 µM), for inactives: top-dose activity, negative = inhibition, usual class: inhibitors; EPAC2 GEF exchange of Rap1B-BODIPY-GDP, fluorescence; note: % is set by controls: 0 for no effect and ±100 for the full control effect; nearly all actives have a fitted effect of over 45% in size; many of its hits are not listed in these tables
EPAC1 agonist – EPAC1 (human) agonism. O95398. EPAC1 agonist qHTS, biochemical assay; response scale: 100% = response to 6.5 mM cAMP. Potency, µM (series often up to 154 µM), for inactives: at the top dose activation, actives largely listed as activators. hit rate 0.073% among 360,000. AID 720707; note: nearly all actives have a fitted effect of over 60% in size
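Multi-concentration qHTS readout: loss of Rap1B-bound BODIPY-GDP fluorescence driven by 100 nM EPAC1 with excess GDP (50 uM), monitored kinetically at room temperature; agonist response expressed relative to 6.5 mM cAMP.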
TDP43 rescue – rescues yeast growth from TDP-43 toxicity; TDP-43 expressing yeast growth rescue, BacTiter-Glo, 24 h; AID 652104; hit rate 1.8% among 410,000; Potency, µM (doses to about 46.1 µM), without a hit: at the top dose growth rescue (activation), hits mostly activators; note: % of control where 0% means no effect; nearly all actives have a fitted effect of over 50% in size
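Yeast cells expressing TDP-43 under galactose induction are exposed to compounds for 24 hr at 30 deg C. BacTiter-Glo luminescence measures growth, so protective compounds score as activators.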
aSyn rescue – inhibitors of alpha-synuclein toxicity in yeast; Yeast expressing alpha-synuclein, growth rescue, BacTiter-Glo, 24 h; AID 652106; hit rate 0.14% among 370,000; Potency, µM (series often up to 46.1 µM), for inactives: top-dose growth rescue (activation), hits mostly activators; note: % of control where 0% means no effect; nearly all actives have a fitted effect of over 65% in size
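Screening used galactose-induced yeast with toxic alpha-synuclein levels, exposed to compound for 24 hr at 30 deg C. Cell growth, read with BacTiter-Glo luminescence, gave the measured signal.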
EPAC1 antag – antagonists of human EPAC1; O95398; EPAC1 GEF assay, Rap1b-BODIPY-GDP exchange fluorescence; Potency, µM (highest dose often 115 µM), for inactives: at the top dose activity change, negative = inhibition, hits mostly inhibitors; hit rate 0.14% among 360,000;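 note: plate controls were vehicle for no effect and positive control for full effect; nearly all actives have a fitted effect of over 50% in size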
Active calls of the source: *; i = inactive; ? = inconclusive; · = not tested or not shown; [ ] = another dose, or the depositor's remark. Calls come from the whole dose curve; as a rule, active = well fitted curve in the direction sought with a large enough effect; inconclusive = small, poorly fitted or top-dose-only effect, or another doubt; inactive = no such curve, though single readings can be large; an effect the other way counts as inactive or inconclusive. Potency is the fitted concentration of half-maximal effect.

structure,PTHR1 agonist,FUS yeast rescue,EPAC2 agonist,EPAC2 antagonist,EPAC1 agonist,TDP43 rescue,aSyn rescue,EPAC1 antag
COc1ccc(CC(=O)Oc2ccc(F)cc2)cc1,-24%,-30%,0%,-13%,7%,14%,1%,2%
CCOc1cc(N2CCOCC2)c(OCC)cc1NC(=O)CN1C(=O)NC2(CCCCC2C)C1=O (stereo not drawn),i,18%,8%,0%,5%,-12%,2%,11%
COC(=O)c1sc(-c2ccc(C(C)(C)C)cc2)cc1NC(=O)CSCC(=O)O,i,28µM*,-11%,-1%,-22%,15%,-22%,?
C#CCOCCOCCOCCNc1nc(N2CCOCC2)nc(N2CCN(C(=O)[C@H](CCCCN)n3cc(CCCC)nn3)CC2)n1,i,17%,10%,10%,-13%,-6%,0%,6%
COc1ccccc1CNC(=O)C(CCSC)NC(=O)C1CCC(C)CC1 (stereo not drawn),-9%[57.5 µM],28%,-4%,7%,-6%,21%,8%,6%
Cc1cc(O)cc(O)c1-c1onc(C(F)(F)F)c1-c1cscn1,-29%[57.5 µM],0%,-2%,1%,-9%,-1%,0%,-13%
c1ccc(-c2noc(-c3ccccc3-c3ccccc3)n2)cc1,-2%,14%,-5%,-16%,4%,5%,-6%,-15%
Cc1cc(Cn2ccnc2)c(C)cc1Cn1ccnc1,-8%[57.5 µM],-6%,5%,-2%,8%,-7%,0%,6%
O=C(CSc1nc(=O)n(CCCN2CCOCC2)c2c1CCCC2)Nc1ccc(F)cc1F,-6%,24%,-2%,10%,2%,16%,7%,-3%
CCOC(=O)N1CCC(N2C(=O)c3ccccc3C2=O)CC1,-20%,-13%,4%,-12%,7%,?,-9%,-15%
Cc1cccc(N(C(=O)CCC(=O)Nc2ccccn2)C(C(=O)NC(C)C)c2ccc(F)cc2)c1 (stereo not drawn),i,28%,-7%,4%,-1%,-10%,-5%,-2%
O=C(CN1C(=O)NC2(CCCCC2)C1=O)N1CCN(c2ncccn2)CC1,-21%,·,-6%,2%,4%,13%,0%,-13%
COc1ccc(CNS(=O)(=O)c2cc(OCC(N)=O)c(C)cc2Cl)cc1,-2%[57.5 µM],12%,1%,16%[57.1 µM],-6%,-13%,-5%,3%
O=C(O)COc1ccc2c3c(c(=O)oc2c1)CCC3,i,11%,23%,26%,-7%,-9%,-10%,12%
O=c1c([N+](=O)[O-])cn(Cc2ccccc2)c(=O)n1Cc1ccccc1,-20%,8%,8%,12%,-4%,26%,26%,?
CCOc1ccc(C(=O)O/N=C(\N)c2ccc([N+](=O)[O-])cc2)cc1OCC,11%,12%,-8%,-9%,-7%,21%,1%,-2%
CCOC(=O)C(NC(=O)CC)(Nc1cc(C)on1)C(F)(F)F (stereo not drawn),i,-8%,3%,-2%,-4%,-22%,-11%,6%
Cn1ccnc1SCC(=O)Nc1ccc(Oc2ccccc2)cc1,-22%[57.5 µM],-4%,10%,-4%,6%,?,6%,-2%
Cc1nnc(NC(=O)CSc2nnc(-c3ccco3)n2C(C)C)s1,i,0%,5%,-6%,0%,3%,0%,-11%
Cc1ccc(CSCCNC(=O)CN(c2cccc([N+](=O)[O-])c2)S(C)(=O)=O)cc1,-1%,2%,15%,-3%,14%,12%,-3%,-11%
O=C1NC[C@H](CCCCN2C[C@H](Cc3ccccc3)N(CCc3ccccc3)C(=O)C2=O)N(CC2CCCCC2)C1=O,11%,4%,-7%,-2%,-2%,-11%,-8%,9%
CC1(C(=O)Nc2ccc3c(c2)OCCO3)CN(S(C)(=O)=O)CC(=O)N1CCc1ccccc1 (stereo not drawn),-12%,32%,6%,6%,10%,4%,0%,-20%
CCc1cc2cc(C)ccc2nc1SCC(=O)Nc1cc(C)on1,-7%[57.5 µM],23%,8%,-1%,0%,3%,8%,3%
COc1cccc(CN2CCN(Cc3ccc(O)c(OC)c3)CC2CCO)c1 (stereo not drawn),i,-1%,4%,10%,-11%,-7%,-12%,4%
O=C(c1ccc(Cl)c([N+](=O)[O-])c1)N1CCCc2ccccc21,i,4%,11%,-11%,8%,?,0%,-12%

structure,PTHR1 agonist,FUS yeast rescue,EPAC2 agonist,EPAC2 antagonist,EPAC1 agonist,TDP43 rescue,aSyn rescue,EPAC1 antag
N#C/C(=C\c1cc(Cl)ccc1O)C(=O)NC1CCCCC1,23%[57.5 µM],8%,5%,21%,-2%,-9%,3%,12%
O=c1c2ccccc2cnn1Cc1n[nH]c(=S)n1-c1ccc(F)c(Cl)c1,i,5%,-2%,-9%,1%,3%,8%,-8%
O=C1CC2(CCN(S(=O)(=O)c3ccccc3)CC2)Oc2ccccc21,i,16%,4%,-4%,13%,20µM*,15%,-3%
C[C@H](CO)N1C[C@H](C)[C@@H](CN(C)C(=O)CCCN(C)C)OCc2cn(nn2)CCCC1=O,-20%,-16%,-6%,4%,10%,?,2%,15%
CCOCCCNC(=O)C(NC(=O)CNC(=O)c1ccccc1)c1ccc(C)cc1 (stereo not drawn),-22%,4%,1%,-1%,4%,-8%,-3%,-2%
COc1ccc(OC)c(C=Nc2ccccc2-c2nc3ccccc3[nH]2)c1,i,·,26%,-9%,11%,10%,-8%,-10%
CCOc1ccc(CNC(=O)Cn2ccc3cc(S(=O)(=O)N4CCCC4)ccc32)cc1,-7%,-18%,15%,-1%,23%,12%,1%,-5%
CCCc1cc(=O)n2[nH]c(NCc3c(Cl)cccc3Cl)nc2n1,-5%[57.5 µM],21%,1%,0%,-4%,0%,5%,0%
COC(=O)Nc1nnc(CCc2ccccc2)s1,-12%,-15%,-6%,13%,-3%,13%,0%,9%
COCCN(CC(=O)Nc1cccc(C)c1C)C(=O)c1ccc(-n2cccn2)cc1,i,8%,6%,-4%,5%,5%,2%[1.84 µM],16%
CC(C)(C)Nc1cccccc1=O,i,2%,1%,-5%,1%,-6%,15%,0%
O=C(Nc1ccc(F)cc1)c1ccc(NC(=O)C2CCCO2)cc1 (stereo not drawn),-36%[inhibitor],14%,7%,3%,0%,11%,1%,-8%
CCc1nc(SCC(=O)c2ccc(C)c(C)c2)n[nH]1,i,·,2%,8%,-2%,21%,8%,7%
O=C(c1ccccn1)N(Cc1ccco1)C1(C(=O)Nc2ccc(Br)cc2)CCCCC1,-15%,8%,-17%,?,-15%,-7%,-1%,23%
CC(C)C[C@@H](CNCC(=O)[C@H](Cc1ccccc1)NC(=O)c1[nH]cnc1C(=O)N[C@@H](C)CN)NC(=O)c1nc[nH]c1C(=O)N[C@@H](C)C(=O)O,-18%,29%,-2%,16%,0%,9%,2%,-15%
CCOC(=O)N1CCN(C(=O)CN(C2CCCCC2)S(C)(=O)=O)CC1,16%,5%,11%,14%,-2%,-10%,1%,10%
CCOc1ncccc1C(=O)Nc1ccc(C)c(S(=O)(=O)N2CCCCCC2)c1,-42%[inhibitor],-14%,21%,?,19%,14%,-4%,-9%
O=C(CCNS(=O)(=O)c1cccc2nsnc12)NC1CCCc2ccccc21 (stereo not drawn),i,15%,4%,-2%,7%,24%,0%,0%
CCOC(=O)N1CCC2(CC1)C(C#N)=C(N)Oc1c2c(C)nn1-c1cccc(Cl)c1,-13%[57.5 µM],?,7%,-3%,10%,7%,10%,0%
O=C(NCc1ccccc1)C(=O)Nc1nccs1,-10%,7%,2%,-6%,1%,-17%,0%,-12%
N#C/C(=C\Nc1ccc2cn[nH]c2c1)c1nc(-c2ccc(Cl)cc2)cs1,-35%[inhibitor],7%,-1%,-2%,0%,14%,3%,5%
O=C(CSc1ccccc1)NCc1ccc(F)cc1,i,28%,1%,24%,-5%,-19%,2%,25%
CC(=O)Nc1sc(C)c(C)c1C(=O)OCC(=O)Nc1cc(S(=O)(=O)N2CCCCC2)ccc1Cl,-1%,·,4%,-21%,-6%,-8%,-1%,-31%
Cc1cccc(C)c1NC(=O)CN(C)CC(=O)Nc1ccc(F)c(Cl)c1,-34%[inhibitor],10%,13%,-3%,6%,-7%[9.22 µM],0%,7%
C/C(N)=C(/C#N)C(=O)CSc1ncnc2ccccc12,-11%[57.5 µM],14%,3%,3%,0%,?,4%,-15%

structure,PTHR1 agonist,FUS yeast rescue,EPAC2 agonist,EPAC2 antagonist,EPAC1 agonist,TDP43 rescue,aSyn rescue,EPAC1 antag
O=C(COC(=O)CNC(=O)c1ccccc1Cl)NC1CC1,i,16%,0%,5%,-5%,14%,-2%,4%
O=C(CCC(=O)OCC(F)(F)C(F)F)Nc1ccc(F)cc1F,-1%,·,-2%,5%,4%,23%,0%,-6%
O=C(CC12CC3CC(CC(C3)C1)C2)NCc1ccc(F)cc1,-80%[inhibitor],-11%,-13%,-22%,-4%,4%,7%,-7%
O=c1[nH]nc(Cc2ccc(-c3ccccc3Cl)o2)c2ccccc12,-5%,5%,0%,8%,1%,7%,-1%,11%
CCOC(=O)c1cnc(SCC(=O)OCC(=O)NC2CCS(=O)(=O)C2)nc1N (stereo not drawn),-6%,-1%,-1%,0%,-2%,1%,2%,-14%
COc1ccc2oc(-c3ccccc3)c(C(=O)N3CCOCC3)c2c1,-1%,-1%,6%,7%,-7%,?,-2%,3%
CN(C)c1ccc(C2CC(c3cccc(NS(C)(=O)=O)c3)=NN2C(=O)c2ccccc2)cc1 (stereo not drawn),-22%,11%,3%,-8%,16%,-7%,0%,-10%
CCOc1ccc(-n2c(SCC(=O)Nc3ccc(OC)cc3)nc3c(c2=O)SCC3)cc1,i,-33%,5%,-3%,9%,13%,-8%,-4%
Fc1cc(Br)ccc1Nc1nc2ccccc2n2nnnc12,-28%,-16%,0%,9%,-8%,23%,5%,-6%
CCCc1cc(=O)[nH]c(SCc2nc3ccc([N+](=O)[O-])cc3[nH]2)n1,-8%,33%,3%,2%,-5%,-2%[0.397 µM],-1%,?

One compound at a time (already shown). Values in the order: PTHR1 agonist | FUS yeast rescue | EPAC2 agonist | EPAC2 antagonist | EPAC1 agonist | TDP43 rescue | aSyn rescue | EPAC1 antag
Cc1cc(Cn2ccnc2)c(C)cc1Cn1ccnc1 across the screens: -8%[57.5 µM] | -6% | 5% | -2% | 8% | -7% | 0% | 6%
Cc1cc(O)cc(O)c1-c1onc(C(F)(F)F)c1-c1cscn1 across the screens: -29%[57.5 µM] | 0% | -2% | 1% | -9% | -1% | 0% | -13%

This is a subset; the hit share may differ from the screen's.
